# SIRT5 block: sirtuin-5 (human) deacylase inhibition | Q9NXA8 | actives 1.1% (n = 330,000) | Purified SirT5, succinyl-peptide AMC, trypsin-coupled fluorescence | inhibition, % at 15 µM; in the data active means inhibition above about 15%; inconclusive means no clear call, values can overlap the other calls
# Target sequence (Q9NXA8 whole entry, looked up): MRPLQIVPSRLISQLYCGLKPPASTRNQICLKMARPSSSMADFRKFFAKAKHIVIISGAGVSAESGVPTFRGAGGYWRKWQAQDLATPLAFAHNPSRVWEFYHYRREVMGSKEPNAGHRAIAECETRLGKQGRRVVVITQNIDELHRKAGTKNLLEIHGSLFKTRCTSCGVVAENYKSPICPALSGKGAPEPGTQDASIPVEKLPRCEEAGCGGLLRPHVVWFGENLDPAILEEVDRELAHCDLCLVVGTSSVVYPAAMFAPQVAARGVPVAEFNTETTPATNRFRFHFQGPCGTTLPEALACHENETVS
# DENV2 CPE: inhibitors of DENV2 cytopathic effect; DENV2-infected cells, cytopathic effect rescue, plate reader; CPE inhibition, % at 9.99 µM; actives 1.7% (n = 350,000); in the data active means CPE inhibition above about 20%, passing the limit was not always enough; inconclusive means no clear call, values can overlap the other calls; tested in BHK-21 cells;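 further: 0% = median of neutral control wells and 100% = median of positive control wells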
# ERp5 block: ERp5 (human) disulfide isomerase inhibition; Q15084; ERp5 insulin aggregation, absorbance 650 nm, 90 min; inhibition, % at 9.99 µM; actives 0.05% (n = 350,000); AID 651711;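 active means mean replicate inhibition above about 25%, with every replicate also reaching it, limit read from the data, passing the limit was not always enough; inconclusive means only one of those two criteria met; inactive means neither criterion met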
# C2C12 statin: suppressors of simvastatin-induced myotoxicity in C2C12 myotubes | rescue of ATP level, % at 7.49 µM | actives 0.78% (n = 330,000) | ATP luminescence, 48 h; scaled: DMSO 0, geranylgeraniol control 100;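 active means mean ATP rescue above about 67%, or every replicate alone reaching that limit, limit read from the data, passing the limit was not always enough; inconclusive means no clear call, values can overlap the other calls; inactive means mean under the limit and some replicate under it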;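 further: myotubes were challenged with 10 µM simvastatin during compound exposure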
# PglD inh: PglD (C. jejuni) enzyme inhibition; purified PglD enzyme, DTNB colorimetric CoA detection; inhibition, % at 12.5 µM; actives 0.098% (n = 360,000); in the data active means inhibition above about 16%, passing the limit was not always enough; inconclusive means no clear call, values can overlap the other calls; further: strong numbers were not always called active
# E-sel inducer: E-selectin induction on HUVECs | AID 686992 | activation, % at 7.58 µM | HUVEC E-selectin immunofluorescence imaging; normalized: neutral wells 0, TNF-alpha wells 100 | actives 0.37% (n = 260,000) | P16581;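 active means mean E-selectin-positive cell signal at least 10% of the positive control, reached in at least 60% of replicates, without over 20% cell loss; inconclusive means no rule given, readout overlaps actives, possibly toxicity-flagged; inactive means the rest, including those meeting only one limit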;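 further: in these data hits start at about 27%; measured in HUVEC primary endothelial cells; signal is the percent of cells scored E-selectin positive by PE staining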
# Target sequence (P16581 whole entry, looked up): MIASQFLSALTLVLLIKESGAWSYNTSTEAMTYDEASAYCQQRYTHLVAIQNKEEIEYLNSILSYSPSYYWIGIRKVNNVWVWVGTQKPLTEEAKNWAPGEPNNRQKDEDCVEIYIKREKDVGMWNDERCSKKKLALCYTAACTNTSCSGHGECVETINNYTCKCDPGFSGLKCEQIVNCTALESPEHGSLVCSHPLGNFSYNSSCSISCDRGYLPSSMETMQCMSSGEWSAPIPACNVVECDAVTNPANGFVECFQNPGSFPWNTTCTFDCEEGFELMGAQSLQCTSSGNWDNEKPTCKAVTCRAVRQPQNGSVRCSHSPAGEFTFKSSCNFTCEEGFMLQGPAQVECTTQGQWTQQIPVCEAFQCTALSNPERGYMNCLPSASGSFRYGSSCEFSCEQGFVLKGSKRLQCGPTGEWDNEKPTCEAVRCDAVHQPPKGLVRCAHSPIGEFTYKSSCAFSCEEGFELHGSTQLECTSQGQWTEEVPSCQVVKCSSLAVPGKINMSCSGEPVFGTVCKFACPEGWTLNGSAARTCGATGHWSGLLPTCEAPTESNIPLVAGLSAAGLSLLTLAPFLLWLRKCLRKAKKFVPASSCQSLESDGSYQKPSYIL
#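 System: HUVEC / Compound: single concentration / Signal: immunofluorescence imaging / Read-out: percent E-selectin-positive cells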
# S100A4 inh HTS: inhibitors of human S100A4 binding to myosin IIA peptide; P26447; S100A4/TAMRA-MyoIIA peptide fluorescence polarization; inhibition, % at 10.7 µM; actives 0.14% (n = 360,000);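 active means mean inhibition of at least 70% across replicates, with every replicate also reaching that level; inconclusive means mean inhibition reaches 70% but some replicates fall short; inactive means mean inhibition below 70%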
# Target sequence (P26447 whole entry, looked up): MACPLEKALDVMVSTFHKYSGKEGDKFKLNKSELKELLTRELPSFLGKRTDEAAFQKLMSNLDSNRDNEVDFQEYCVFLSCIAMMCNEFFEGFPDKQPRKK
#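 Material: S100A4 monomer protein | Medium: HEPES pH 7.2 with CaCl2, KCl, NaCl, DTT, Triton | Reagent: Labelled myosin peptide probe, 5 nM | Doses: One dose per compound | Times: 5 min incubation before reading | Benchmarks: Neutral control DMSO, positive control TFP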
# * hit, by the source's call; ? = inconclusive; . = no result given. Some of the compounds tested; the hit share may differ from the screen's.
1) O=C(Cc1ccccc1)N[C@H]1C=C[C@H](CC(=O)N2CCOCC2)O[C@H]1CO
2) C[C@H]1CN([C@@H](C)CO)C(=O)c2cc(C#CC3CC3)cnc2O[C@@H]1CN(C)C(=O)c1ccccc1
3) COC(=O)c1ccc(N2CCN(S(=O)(=O)c3ccc4ccccc4c3)CC2)c([N+](=O)[O-])c1
4) CN(C)c1ccc2c(c1)[C@@H]1C[C@H](CC(=O)NCc3ccc(Cl)cc3)O[C@H](CO)[C@@H]1O2
5) Cc1cccc(OCC(=O)N/N=C/c2ccc3c(c2)OCO3)c1
6) O=C(CCc1nnc(-c2ccc3c(c2)OCO3)o1)NC(c1cccnc1)C(F)(F)F (stereo not drawn)
assay / entry	1	2	3	4	5	6
SIRT5 block	-2	2	.	1	1	-3
DENV2 CPE	-4	1	.	-1	.	1
ERp5 block	-1	-2	.	-10	0	-1
C2C12 statin	-4	7	7	1	.	-8
PglD inh	-3	1	5	-2	.	-1
E-sel inducer	0.4	0.2	-0.1	-0.3	.	1.0
S100A4 inh HTS	13	-1	.	-8	-2	-1

7) Cc1ccc(C)c(CSCc2nc3ccccc3[nH]2)c1
8) O=C(N[C@H]1CC[C@@H](CCNC(=O)C2CCC2)O[C@@H]1CO)c1ccccn1
9) COC(=O)[C@@H]1Cc2c([nH]c3ccccc23)C2CCC(=O)N21 (stereo partly drawn)
10) CCOC(=O)C[C@H]1c2ccc(C(F)(F)F)cc2S(=O)(=O)N1c1ccccc1
11) COCCn1c(-c2ccc(NC(C)=O)cc2)nc2c1c(=O)[nH]c(=O)n2CC(C)C
12) COc1ccc(Br)cc1/C=C/c1ccc2cccc(O)c2n1
assay / entry	7	8	9	10	11	12
SIRT5 block	-5	0	-6	8	-14	1
DENV2 CPE	-2	9	-9	-10	1	-9
ERp5 block	-7	0	2	-1	4	-3
C2C12 statin	18	1	1	14	9	68*
PglD inh	6	-3	2	-2	1	-4
E-sel inducer	-0.1	-0.5	.	-0.2	.	-0.3
S100A4 inh HTS	3	-2	-24	-3	-2	-3

13) Cc1cc(C)cc(OCC(=O)OCC(=O)Nc2cc(S(=O)(=O)N3CCOCC3)ccc2C)c1
14) CCNC(=O)COc1ccc(/C=C2\COc3ccccc3C2=O)cc1OC
15) COc1ccc(C(=O)C(=O)N2CCN(S(=O)(=O)c3cccc4c(N(C)C)cccc34)CC2)cc1OC
16) O=C(Nc1ccc(F)cc1)N1C[C@H]2[C@@H](c3ccccc31)[C@@H](CO)N2C(=O)c1ccc(F)cc1
17) Cc1cc(N/N=C/c2ccccc2O)c2ccccc2n1
18) O=C(c1ccncc1)N1C[C@@H]2N[C@H](C1)C2c1ccc(-c2ccncc2)cc1 (stereo partly drawn)
assay / entry	13	14	15	16	17	18
SIRT5 block	1	2	.	-7	2	-2
DENV2 CPE	5	-2	-2	6	16	2
ERp5 block	-4	3	-5	-5	3	1
C2C12 statin	-2	-6	.	-4	-10	.
PglD inh	4	8	.	3	-14	.
E-sel inducer	0.1	.	-0.1	0.5	.	0.1
S100A4 inh HTS	2	-2	3	1	0	6

19) COc1ccc(OCc2cc(C(=O)NC(C)c3cnn(C)c3)no2)c(Cl)c1 (stereo not drawn)
20) Cc1ccc(S(=O)(=O)NCCN2CCOCC2)s1
21) O=C1CCCCN1CC(=O)N1CCCC(N2CCN(c3ccccc3F)CC2)C1 (stereo not drawn)
22) N#CC1=CC2CN(Cc3ccccc3)C1C1C(=O)N(c3ccccc3)C(=O)C21 (stereo not drawn)
23) COc1ccccc1-c1nn(-c2ccccc2)cc1C(=O)NC1CC1
24) Cc1nc(SCC(=O)Nc2nc3ccccc3s2)c(C#N)c(C)c1C
assay / entry	19	20	21	22	23	24
SIRT5 block	-1	-2	-2	1	-1	-3
DENV2 CPE	-10	1	6	3	9	3
ERp5 block	4	2	-2	2	2	5
C2C12 statin	8	1	7	-5	-7	.
PglD inh	-7	3	0	.	1	.
E-sel inducer	.	-0.8	1.9	-0.1	1.3	.
S100A4 inh HTS	-14	2	-4	2	-2	2

25) O=C(C[C@H]1C[C@H]2c3cc(NC(=O)Nc4ccccc4F)ccc3O[C@H]2[C@@H](CO)O1)NC1CCCCC1
26) NS(=O)(=O)c1ccc(NCc2cnc3ccccc3c2)cc1
27) C[C@@H]1CN([C@@H](C)CO)C(=O)c2cc(NC(=O)c3ccccc3)ccc2O[C@@H](C)CCCCO[C@@H]1CN(C)S(=O)(=O)c1ccccc1
28) Cc1ccc(O)c(-c2cc(-c3ccc(F)cc3)no2)c1
29) C=C1C(=O)[C@]23C[C@H]1CCC2[C@]1(C)CCC[C@@](C)(C(=O)O)C1C[C@@H]3O (stereo partly drawn)
30) Cc1ccc(NS(=O)(=O)c2ccc3c(c2)n(C)c(=O)n3C)c(C)c1
assay / entry	25	26	27	28	29	30
SIRT5 block	3	-3	5	-3	.	-6
DENV2 CPE	6	-7	-9	-6	-14	-8
ERp5 block	-1	6	0	2	6	-6
C2C12 statin	0	1	.	-1	37	-8
PglD inh	1	-2	-1	0	4	-2
E-sel inducer	-0.1	-1.9	.	.	-0.2	0.2
S100A4 inh HTS	-1	-4	-12	-2	-3	-1

31) O=C(c1[nH]c(C(F)(F)F)nc1-c1ccccc1)N1CCN(c2ccncc2)CC1
32) COc1ccccc1CNC(=O)COC(=O)c1ccc(C)c(S(=O)(=O)N2CCCCC2)c1
33) CC(C)Cn1c(N)c(C(=O)COC(=O)CCNS(=O)(=O)c2ccccc2)c(=O)n(C)c1=O
34) Cc1ccc(S(=O)(=O)N[C@@H]2CC[C@@H](CCNC(=O)Cc3ccccn3)O[C@@H]2CO)cc1
35) O=C(CCCOC(=O)c1cccnc1Cl)c1ccc(Br)cc1
36) Cc1ccc(S(=O)(=O)N(C)C[C@H]2Oc3ccc(NC(=O)Nc4ccc5c(c4)OCO5)cc3C(=O)N([C@H](C)CO)C[C@@H]2C)cc1
assay / entry	31	32	33	34	35	36
SIRT5 block	-2	-2	3	1	2	4
DENV2 CPE	-10	6	0	0	6	-3
ERp5 block	0	5	1	0	-4	-5
C2C12 statin	-6	2	8	2	-8	-19
PglD inh	-6	-5	6	2	-3	3
E-sel inducer	-1.9	-0.3	0.3	1.2	0.0	2.2
S100A4 inh HTS	-2	4	-2	7	10	-5

37) O=C(Nc1ccccc1)OCC1COC(c2ccccc2)(c2ccccc2)O1 (stereo not drawn)
38) CCn1ncc(C(=O)Nc2cccc(Cl)c2)c1C
39) O=CN(Cc1nc2ccccc2[nH]1)c1ccc(C(=O)O)cc1
40) CC(C)C(NC(=O)c1ccccc1)C(=O)OCC(=O)N1CCCCC1 (stereo not drawn)
41) O=C(Nc1cccnc1)C12CC3CC(CC(C3)C1)C2
42) COc1ccccc1/C=C/CN1CCC(n2nccc2NC(=O)CCc2ccccc2)CC1
assay / entry	37	38	39	40	41	42
SIRT5 block	-4	.	2	-2	.	-9
DENV2 CPE	-5	-12	1	-4	0	0
ERp5 block	9	1	0	4	-2	-1
C2C12 statin	5	-5	-8	-1	-4	40
PglD inh	0	2	5	-3	-3	-2
E-sel inducer	.	.	-0.4	.	-1.8	.
S100A4 inh HTS	-2	2	15	15	3	-5

43) C[C@H]1CN([C@@H](C)CO)C(=O)Cc2cc(N(C)C)ccc2O[C@H]1CN(C)Cc1ccc(C(F)(F)F)cc1
44) C[C@H]1CN([C@@H](C)CO)C(=O)Cc2cc(NC(=O)Cc3cn(C)c4ccccc34)ccc2O[C@H]1CN(C)S(C)(=O)=O
45) CCOC(=O)C1=C(C)NC(C)=C(C(=O)OCC)C1C(=O)OCC(=O)NCCc1ccccc1
46) CC(C)(C)c1ccc(C(=O)NCCn2c(N)c(C#N)c3nc4ccccc4nc32)cc1
47) COc1ccc(NC(=O)Nc2ccc3c(c2)C(=O)N([C@@H](C)CO)C[C@@H](C)[C@H](CN(C)CC2CCCCC2)O3)cc1
48) CCOC(=O)CNC(=O)CSc1nnc(SCC(=O)NCC(=O)OCC)s1
assay / entry	43	44	45	46	47	48
SIRT5 block	.	0	.	-6	5	0
DENV2 CPE	?	12	-1	-2	-1	11
ERp5 block	.	3	-3	4	2	1
C2C12 statin	-88	34	0	.	10	4
PglD inh	-6	-5	.	.	1	-4
E-sel inducer	-4.4	.	-0.7	.	-6.6	.
S100A4 inh HTS	0	-6	-6	-5	11	-5

49) Cc1ccccc1CCN(C(=O)c1csnn1)C(C(=O)NC1CCCC1)c1ccco1 (stereo not drawn)
50) CCC(=O)N1[C@@H]2c3ccc(-c4ccccc4)c(=O)n3C[C@H]1[C@H](CO)[C@H]2C(=O)N1CCc2ccccc2C1
51) COc1ccccc1-c1ccc(SCC(=O)N2CCOCC2)nn1
52) O=C(Cc1ccccc1)c1ccccn1
53) O=C(NNC(=O)c1ccncc1)Nc1ccccc1
54) CCOC(=O)N1CCN(C(=O)C[C@@H]2C[C@@]3(C(=O)OC)CCCCC=C3N(Cc3cccc4ccccc34)C2=O)CC1
assay / entry	49	50	51	52	53	54
SIRT5 block	0	-28	-1	-3	3	5
DENV2 CPE	-1	8	?	5	0	10
ERp5 block	1	4	1	3	0	-5
C2C12 statin	-5	-4	3	10	-28	.
PglD inh	3	-1	0	.	-4	.
E-sel inducer	.	-0.1	0.7	-0.1	0.4	-0.2
S100A4 inh HTS	4	-4	-2	-3	2	1

55) COC(=O)c1sc(NC(=O)c2ccco2)c(C#N)c1C
56) CC(=O)Nc1ccc(/C=C2\CCc3ccccc3C2=O)cc1
57) O=C(C[C@H]1CC[C@H]2[C@@H](COC[C@@H](O)CN2C(=O)Nc2ccc(C(F)(F)F)cc2)O1)NCCc1ccncc1
58) O=C(/C=C/c1ccccc1)NCCC1=CCCCC1
59) CC=Cc1ccc2n(c1=O)C[C@@H]1[C@@H](CO)[C@H](C(=O)NCc3ccccn3)[C@H]2N1CC1CC1 (mixture of isomers)
60) Cc1ccc(C)c(Cn2nnc3c(=O)[nH]c(C4CCCN(C(=O)CC(C)C)C4)nc32)c1 (stereo not drawn)
assay / entry	55	56	57	58	59	60
SIRT5 block	1	-3	2	-1	4	-1
DENV2 CPE	-2	6	17	-8	-5	4
ERp5 block	7	-6	2	9	1	8
C2C12 statin	-5	?	-35	1	10	85*
PglD inh	-1	-3	-2	5	5	5
E-sel inducer	6.4	-0.2	0.2	-0.1	0.0	.
S100A4 inh HTS	-4	-27	4	0	5	-1

# Molecules above containing a Cl atom:
4) CN(C)c1ccc2c(c1)[C@@H]1C[C@H](CC(=O)NCc3ccc(Cl)cc3)O[C@H](CO)[C@@H]1O2
19) COc1ccc(OCc2cc(C(=O)NC(C)c3cnn(C)c3)no2)c(Cl)c1 (stereo not drawn)
35) O=C(CCCOC(=O)c1cccnc1Cl)c1ccc(Br)cc1
38) CCn1ncc(C(=O)Nc2cccc(Cl)c2)c1C
assay / entry	4	19	35	38
SIRT5 block	1	-1	2	.
DENV2 CPE	-1	-10	6	-12
ERp5 block	-10	4	-4	1
C2C12 statin	1	8	-8	-5
PglD inh	-2	-7	-3	2
E-sel inducer	-0.3	.	0.0	.
S100A4 inh HTS	-8	-14	10	2

# Going on with the list:
61) COc1ccccc1C1NC(=O)CCC1[N+](=O)[O-] (stereo not drawn)
62) O=C(NNC(=O)C1CCN(c2ncccn2)CC1)c1ccc(Cl)cc1
63) CCCc1nn2c(=O)cc(COc3ccc(NC(=O)c4ccco4)cc3)nc2s1
64) Cc1cccc(NC(=O)CSCC(=O)Nc2ccc(N3CCOCC3)cc2N2CCOCC2)c1
65) COc1ccc(N2CC(C(=O)N3CCC4(CC3)CC(=O)c3ccccc3O4)CC2=O)cc1 (stereo not drawn)
assay / entry	61	62	63	64	65
SIRT5 block	-3	2	-4	1	-2
DENV2 CPE	-1	.	0	19	3
ERp5 block	2	9	3	-2	-4
C2C12 statin	2	.	-2	-3	30
PglD inh	3	.	-5	0	-6
E-sel inducer	-0.1	.	.	3.9	7.6
S100A4 inh HTS	-1	-7	-2	-9	3

# Bioassay records as filed in PubChem BioAssay.
